UPR XBP1 act: adaptive UPR (XBP1) activation. CHO-XBP1 luciferase reporter, IRE1-XBP1 UPR activation, luminescence; percent of tunicamycin response, DMSO as zero. activation, % at 20 µM. 330,000 compounds, 0.33% hits;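 active = versus positive control, 20 µM dose yields 30% or more activation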;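 note: 100% = tunicamycin at 10 µg/mL and 0% = DMSO only wells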
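Material: CHO-XBP1 cells stably carrying IRE1-XBP1-driven luciferase reporter / Amount: 1000 cells per well / Compound: 20 µM, 1% DMSO / Times: 6 h treatment, 37 °C / Detection: luciferase luminescence / Measure: % activation of reporter signal versus tunicamycin and DMSO controls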
Mdm2-MdmX inh: inhibitors of human Mdm2/MdmX interaction; SaOS-2 split-luciferase Mdm2/MdmX complementation, luminescence; inhibition, % at 8 µM; 330,000 compounds, 3% hits; AID 485346;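 active = inhibition of at least 50% at 8 µM in the primary screen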
CHOP UPR activ: activators of apoptotic arm of unfolded protein response (CHOP) | activation, % at 10 µM | 330,000 compounds, 0.34% hits | AID 449763 | CHO-CHOP luciferase reporter, UPR activation, luminescence; percent of tunicamycin response over DMSO baseline;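 active = at 10 µM dose, activation of 40% or more, normalized to positive control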;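 note: 100% = tunicamycin at 10 µg/mL and 0% = DMSO alone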
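System: CHO-CHOP luciferase reporter cell line | Buffer or medium: F12 medium containing 10% fetal bovine serum | Doses: One dose, 10 µM in 0.5% DMSO | Times: 6 h compound exposure at 37 °C after overnight seeding | Signal: Luciferase luminescence | Read-out: % activation vs tunicamycin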
tim23-1 inh: growth inhibitors of tim23-1 mutant yeast; S. cerevisiae tim23-1 growth, BacTiter-Glo luminescence, 24 h; inhibition, % at 20 µM; 330,000 compounds, 1.3% hits; AID 463212;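 active = growth inhibition of the mutant yeast at or above 50%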;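 note: temperature-sensitive mutant grown at 25 °C; plate controls were DMSO-treated mutant yeast for no effect and medium wells lacking yeast for full effect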
Jurkat NFkB inh: lowers PMA/ionomycin-induced NF-kB signal in Jurkat cells; PMA/ionomycin-induced NF-kB luciferase reporter, luminescence; inhibition, % at 4 µM; 330,000 compounds, 0.53% hits; AID 435003; in the data active = inhibition above about 50%
697 NFkB inh: inhibitors of the PMA/ionomycin-induced NF-kB reporter in 697 B cells; 697 B-cell NF-kB luciferase reporter, 16 h; AID 435022; inhibition, % at 4 µM; 330,000 compounds, 0.33% hits; in the data active = inhibition above about 35%
APJ antag: blocks the human apelin receptor APJ; CHO-K1 APJ beta-arrestin complementation, luminescence; P35414; inhibition, % at 20 µM; AID 2521; 330,000 compounds, 0.32% hits;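 active = inhibition above about 40% at 20 µM, limit read from the data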;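 note: cells challenged with 10 nM apelin-13 agonist together with compound; plate controls were apelin-13 plus DMSO wells for no effect and DMSO wells lacking apelin-13 for full effect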
Target sequence (P35414 whole entry, looked up): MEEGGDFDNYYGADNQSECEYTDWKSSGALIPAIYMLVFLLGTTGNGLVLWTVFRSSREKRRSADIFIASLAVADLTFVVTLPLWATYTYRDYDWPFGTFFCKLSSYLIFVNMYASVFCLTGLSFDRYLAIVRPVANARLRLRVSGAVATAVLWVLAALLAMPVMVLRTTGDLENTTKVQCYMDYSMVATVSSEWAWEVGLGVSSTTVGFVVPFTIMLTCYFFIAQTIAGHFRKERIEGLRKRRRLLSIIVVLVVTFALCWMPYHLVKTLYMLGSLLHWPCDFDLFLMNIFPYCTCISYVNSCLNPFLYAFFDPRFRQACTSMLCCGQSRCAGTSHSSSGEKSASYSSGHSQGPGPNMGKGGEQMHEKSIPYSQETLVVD
APJ ag: APJ receptor agonism. AID 2520. activation, % at 20 µM. P35414. CHO-K1 APJ PathHunter beta-arrestin, luminescence; 0% DMSO wells, 100% apelin. 330,000 compounds, 0.11% hits;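 active = activation more than six SD over the plate average, tested at 20 µM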;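 note: 0% = DMSO alone and 100% = apelin-13 at 10 nM; some results filed as inactive read as strong as hits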
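Assay system – PathHunter CHO-K1 APJ (AGTRL-1) beta-arrestin reporter cells · Compound – one dose, 20 µM compound, 1% DMSO · Timing – compound 90 min 25 °C, reagent 1 h · Measured by – luminescence from split beta-galactosidase complementation, Galacton Star/Emerald II substrate · Measure – beta-arrestin recruitment to APJ as agonist activity, luminescent signal · Benchmarks – DMSO vs Apelin-13 10 nM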
Numbers without * were called inactive. Rows are unselected; about 5% have a hit in one of these screens.

Results follow in this order: APJ ag	Jurkat NFkB inh	Mdm2-MdmX inh	APJ antag	CHOP UPR activ	UPR XBP1 act	697 NFkB inh	tim23-1 inh
> C=CCn1c(COc2ccccc2C)nnc1SCC(=O)O
  -3	-13	13	8	-1.9	0	-14	-15
> CNC(=O)c1ccccc1Sc1ccccc1CO
  -2	0	-1	-8	0.7	-3	-4	-12
> Cn1c2c(c3ccccc31)CCSC2=O
  -3	-6	4	8	1.7	4	6	3
> CCN(CC)C(=O)CSc1nc(-c2ccco2)cc(C(F)(F)F)c1C#N
  -7	3	-19	4	-2.5	-1	6	-3
> CCOC(=O)c1cc2sc(C)cc2n1CC(=O)Nc1ccc2c(c1)OCCO2
  0	0	10	-3	1.2	-2	3	20
> CCc1ccc(C(=O)OCC(=O)NCC(F)(F)F)cc1
  -3	10	16	2	-1.0	1	7	10
> C/C=C(\C)C(=O)N1CC2(CC(c3cccc(NC(=O)CCCCC)c3)=NO2)C[C@@H]1C(N)=O (some centres not stated)
  11	2	-4	-69	-1.8	2	16	-1
> Nc1ccc2oc(=O)c(-c3ccccc3)cc2c1
  0	-2	-15	-10	2.7	1	6	8
> NS(=O)(=O)c1ccc(NC(=O)/C=C/c2cccs2)cc1
  4	-30	-64	-13	1.0	2	-38	7
> COc1cccc(C(=O)COC(=O)c2ccc(NC(C)=O)cc2)c1
  -2	4	19	7	2.4	2	4	5
> O=C1C2C3C=CC(C3)C2C(=O)N1c1ccc(S(=O)(=O)Nc2nccs2)cc1 (configuration not stated)
  -1	3	-3	-15	0.7	-1	3	21
> CN(C)c1ccc(C(=O)OCC(=O)c2ccc[nH]2)cc1
  -3	-45	-102	-5	4.9	6	-48	13
> Cc1ccc(NC(=O)C(=O)NCc2ccco2)c(C)c1
  1	-14	-12	3	1.8	-3	-17	1
> CCN(CC)c1ccc2nc3ccc(N)cc3[n+](-c3ccccc3)c2c1
  -10	83*	92*	45*	16	-4	20	59*
> COc1ccc(CCCc2n[nH]c(=S)o2)c(C)c1
  -3	-6	6	1	-1.6	-4	4	14
> O=C(CC(=O)N/N=C\c1ccccc1[N+](=O)[O-])NCCc1ccccc1
  2	-8	15	-11	0.8	-3	4	-1
> CCCCCn1c(=O)c(C(=O)OCC)c(O)c2ccccc21
  -2	12	15	-4	-2.1	-1	3	7
> Cc1ccc(SCCNC(=O)/C=C/c2ccc([N+](=O)[O-])cc2)cc1
  -3	5	-2	4	0.2	-1	9	28
> O=C(CN1CCN(c2ccccc2)CC1)Nc1ccc(Oc2ccccc2)cc1
  -8	-6	15	5	1.1	2	7	38
> CCOC(=O)c1sc(NC(=O)c2cc3n(n2)C(C(F)(F)F)CC(c2ccccc2)N3)c(C(=O)OCC)c1C (configuration not stated)
  -2	13	5	14	-1.0	-4	10	14

Ordered by SMILES length (high to low): some entries from above
Results follow in this order: APJ ag	Jurkat NFkB inh	Mdm2-MdmX inh	APJ antag	CHOP UPR activ	UPR XBP1 act	697 NFkB inh	tim23-1 inh
> CCOC(=O)c1sc(NC(=O)c2cc3n(n2)C(C(F)(F)F)CC(c2ccccc2)N3)c(C(=O)OCC)c1C (configuration not stated)
  -2	13	5	14	-1.0	-4	10	14
> CN(C)c1ccc(C(=O)OCC(=O)c2ccc[nH]2)cc1
  -3	-45	-102	-5	4.9	6	-48	13
> CCCCCn1c(=O)c(C(=O)OCC)c(O)c2ccccc21
  -2	12	15	-4	-2.1	-1	3	7

Next structures follow:
Results follow in this order: APJ ag	Jurkat NFkB inh	Mdm2-MdmX inh	APJ antag	CHOP UPR activ	UPR XBP1 act	697 NFkB inh	tim23-1 inh
> CC(NC(=O)CNC(=O)[C@@H]1Cc2ccccc2CN1)c1ccccc1 (some centres not stated)
  3	11	14	-30	0.8	0	0	4
> CC(NC(=S)Nc1ccccc1)C(c1cccs1)N1CCOCC1 (configuration not stated)
  -2	-3	-21	0	0.2	-1	7	21
> COc1ccc(Cl)cc1NC(=O)CN(C)C1CCS(=O)(=O)C1 (configuration not stated)
  -3	4	14	1	0.7	3	16	5
> CS/C(N)=N/N=C/c1cc(Br)cc(Br)c1O
  -8	4	7	13	3.3	4	-5	76*
> CCCN1CCN(C(=O)Nc2cccc(C(F)(F)F)c2)CC1
  1	7	1	10	0.8	3	9	10
> CC(=O)c1c(C)[nH]c(C(=O)OCC(=O)NCCCc2ccccc2)c1C
  2	2	19	-1	-1.5	-3	4	9
> O=[N+]([O-])c1ccc(NC(=S)N2CCN(c3ccccn3)CC2)cc1
  0	20	14	12	0.7	-8	-15	6
> O=C(/C=C/c1ccco1)Nc1cccc2cccnc12
  -1	10	-36	-2	0.0	0	-22	8
> COc1ccc(NC(=O)CN(C)C(=O)CSCC(=O)Nc2ccc(C)cc2)cc1
  0	-10	6	-5	0.5	1	2	12
> Cc1ccc(Cl)cc1N1CCN(Cc2cc3c(cc2O)CCC3)CC1
  -4	8	-15	13	-1.9	-3	-14	18
> CO/N=C/c1ccc(Sc2ccccc2)c([N+](=O)[O-])c1
  -6	-4	-9	-8	0.7	3	16	-4
> c1coc(CNc2nc3ccccc3s2)c1
  -4	-114	-36	6	2.6	2	-117	22
> Clc1ccc(OCCCN2CCCC2)cc1Cl
  0	-25	-6	-16	2.8	-1	-14	9
> COc1cc(S(=O)(=O)Nc2ncccc2C)c(OC)cc1Cl
  -3	3	0	6	0.0	-1	-8	-5
> CCN(C(=O)COC(=O)Cc1coc2cc(C)ccc12)c1c(N)n(Cc2ccccc2)c(=O)[nH]c1=O
  -4	-1	-6	4	1.0	3	20	15
> CCNS(=O)(=O)c1ccc(CCC(=O)N2CCN(c3ccccc3)CC2)cc1
  -1	3	-13	13	0.6	1	16	5
> Cc1c(C(=O)N2CCC2)oc2ccc(Br)cc12
  5	0	4	14	1.0	4	-1	28
> CCOC(=O)c1ccccc1NC(=O)CSc1nccn1C
  -4	0	15	-8	-1.5	1	7	11
> O=c1ccc2ccc(Oc3ccc([N+](=O)[O-])cc3Cl)cc2o1
  0	-3	1	-20	-0.4	0	2	8
> CCCc1cc(C(=O)Nc2cccc([N+](=O)[O-])c2)cs1
  1	-68	-28	11	6.7	-1	-37	41
> CC(=O)c1ccc(Nc2nc(=O)c3cccnc3s2)cc1
  -4	-2	5	12	0.7	4	-38	-10
> COc1cc([N+](=O)[O-])ccc1NC(=S)NNC(=O)c1ccc2c(c1)OCO2
  -14	-3	28	29	-1.0	30*	-17	12
> O=C1/C(=C\c2ccc(-c3ccccc3[N+](=O)[O-])o2)C(c2ccccc2)=NN1c1ccccc1
  -3	3	10	3	0.7	3	-17	18
> CC(=O)c1ccc(N(C(=O)c2csnn2)C(C(=O)NC(C)(C)C)c2cccs2)cc1 (configuration not stated)
  -3	8	-18	-6	0.3	1	-1	8
> Cc1ccc(C2/C(=C(/O)c3ccc(Br)cc3)C(=O)C(=O)N2Cc2ccco2)o1 (configuration not stated)
  0	6	23	12	-1.4	0	10	12
> CN1CCN(NC(=O)Nc2ccc(F)cc2)CC1
  -1	16	14	23	-0.8	-3	20	-11
> Cc1ccccc1C(=O)N1CCN(CCNC(=O)C(=O)Nc2ccc(Br)cc2)CC1
  -5	-2	9	11	3.8	-5	-5	9
> CCn1c(C)nc2cc(S(=O)(=O)C(F)(F)F)ccc21
  1	-19	-9	10	-0.6	-9	-21	12
> CC12CC3CC(C)(C1)CC(C(=O)NCc1cccnc1)(C3)C2
  0	-14	11	18	-1.6	-2	-11	23
> Cc1cccc(-c2sc(Nc3ccccc3)n[n+]2-c2ccccc2)c1
  -5	2	0	-43	2.4	2	5	4

Entries of single compounds from above. Order of screens: APJ ag | Jurkat NFkB inh | Mdm2-MdmX inh | APJ antag | CHOP UPR activ | UPR XBP1 act | 697 NFkB inh | tim23-1 inh
Cc1cccc(-c2sc(Nc3ccccc3)n[n+]2-c2ccccc2)c1 in the list: -5 | 2 | 0 | -43 | 2.4 | 2 | 5 | 4
CCn1c(C)nc2cc(S(=O)(=O)C(F)(F)F)ccc21 in the list: 1 | -19 | -9 | 10 | -0.6 | -9 | -21 | 12
Cc1ccc(C2/C(=C(/O)c3ccc(Br)cc3)C(=O)C(=O)N2Cc2ccco2)o1 (configuration not stated) in the list: 0 | 6 | 23 | 12 | -1.4 | 0 | 10 | 12
CC(=O)c1ccc(N(C(=O)c2csnn2)C(C(=O)NC(C)(C)C)c2cccs2)cc1 (configuration not stated) in the list: -3 | 8 | -18 | -6 | 0.3 | 1 | -1 | 8

Later entries:
Results follow in this order: APJ ag	Jurkat NFkB inh	Mdm2-MdmX inh	APJ antag	CHOP UPR activ	UPR XBP1 act	697 NFkB inh	tim23-1 inh
> Fc1ccccc1C(c1nnnn1Cc1ccc2c(c1)OCO2)N1CCN(Cc2ccco2)CC1 (configuration not stated)
  -7	4	20	9	1.5	1	-2	23
> CN(C)CCN1C(=O)C(=O)/C(=C(/O)c2ccccc2)C1c1ccccc1F (configuration not stated)
  -2	14	6	32	0.8	2	3	3
> CCOC(=O)c1c(N)nn(C(=O)CC)c1-c1ccccc1
  -8	11	15	17	1.2	-1	6	19
> Cc1c(Br)c(C(F)(F)F)nn1CC(=O)NCC1CCCO1 (configuration not stated)
  -1	2	12	16	-0.8	-1	12	16
> CCC(C(=O)OCC(=O)Nc1ccc(F)cc1)c1ccccc1 (configuration not stated)
  -1	-17	-9	12	-0.8	4	8	14
> COc1cc(C(=O)N2CCN(c3ccccc3Cl)CC2)ccc1OCC(=O)N1CCOCC1
  0	-3	5	4	0.3	-2	9	0
> Cc1occc1C(=O)Nc1nn[nH]n1
  -3	19	-15	12	-0.1	-5	12	-2
> CCCC(=O)NC(c1ccc(N(C)C)cc1)c1ccc2cccnc2c1O (configuration not stated)
  -4	55*	80*	-9	16	14	-21	42
> COc1cc2c(cc1OC)-c1cc(NC3CCCCCC3)nc(=O)n1CC2
  -3	10	40	16	-0.9	8	23	-6
> Cc1ccc(NC(=O)/C=C/C(=O)O)c(NC(=O)c2ccccc2)c1
  1	1	7	20	0.9	0	-9	15
> COc1ccc(CN2CCNC(=O)C2CC(=O)N2CCCO2)c(OC)c1 (configuration not stated)
  -1	-3	8	3	2.5	4	7	7
> Cc1csc(SCC(=O)NCCc2ccc(Cl)cc2)n1
  -4	7	4	2	2.7	1	13	19
